EBI2 antag: EBI2 (human) antagonism; P32249; EBI2 beta-arrestin recruitment, luminescence, 7a,25-OHC stimulated; inhibition, % at 5 µM; 360,000 compounds, 0.81% hits; AID 651636; in the data active means inhibition above about 38%;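 further: enzyme fragment complementation signal reports receptor beta-arrestin coupling in cells; 0% = agonist plus DMSO wells and 100% = wells without agonist; some results beyond the cut were filed as inactive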
Target sequence (P32249 whole entry, looked up, the tested form may be a part): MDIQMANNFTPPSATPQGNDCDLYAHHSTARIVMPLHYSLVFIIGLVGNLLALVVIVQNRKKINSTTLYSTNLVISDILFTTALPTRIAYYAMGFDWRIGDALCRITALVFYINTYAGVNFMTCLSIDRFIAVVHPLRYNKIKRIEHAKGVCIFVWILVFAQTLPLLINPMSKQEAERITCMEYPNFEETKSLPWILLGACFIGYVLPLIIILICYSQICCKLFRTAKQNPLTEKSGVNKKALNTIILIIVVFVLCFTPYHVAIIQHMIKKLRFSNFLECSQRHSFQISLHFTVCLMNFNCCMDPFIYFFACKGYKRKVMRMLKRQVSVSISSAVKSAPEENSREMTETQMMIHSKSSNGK
Gli-Sufu block: blocks Gli-Sufu signaling in a luciferase reporter | Sufu-KO-LIGHT fibroblasts, Gli luciferase reporter luminescence | inhibition, % at 5 µM | 340,000 compounds, 0.74% hits | AID 588413;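 active means inhibition above about 55%, limit read from the data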;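 further: 0% = DMSO-treated cells and 100% = wells with medium but no cells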
APJ antagonist: blocks the human apelin receptor APJ. CHO-K1 APJ beta-arrestin complementation, luminescence. 330,000 compounds, 0.32% hits. P35414. inhibition, % at 20 µM;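 active means inhibition above about 40% at 20 µM, limit read from the data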;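 further: cells challenged with 10 nM apelin-13 agonist together with compound; plate controls were apelin-13 plus DMSO wells for no effect and DMSO wells lacking apelin-13 for full effect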
CCR6 antag: CCR6 (human) receptor antagonism; P51684; CHO-K1 CCR6 PathHunter beta-arrestin, luminescence, CCL20-stimulated; inhibition, % at 20 µM; 340,000 compounds, 0.49% hits;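 active means compounds whose inhibition of the agonist-driven luminescence signal at 20 µM reaches about 50%, limit read from the data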;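 further: cells stimulated with CCL20 at 14 nM final; plate controls were DMSO with CCL20 for no effect and DMSO without agonist for full effect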
UBC13 inh: blocks human UBC13 polyubiquitin chain formation; 330,000 compounds, 0.47% hits; inhibition, % at 20 µM; P61088; AID 485273; TR-FRET; in the data active means inhibition above about 45%, passing the limit was not always enough; inconclusive means no clear call, values can overlap the other calls
Target sequence (P61088 whole entry, looked up): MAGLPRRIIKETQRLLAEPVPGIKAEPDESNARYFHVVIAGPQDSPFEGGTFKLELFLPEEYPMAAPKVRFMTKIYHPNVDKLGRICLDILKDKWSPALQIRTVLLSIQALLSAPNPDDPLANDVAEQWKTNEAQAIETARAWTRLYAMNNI
CXCR6 inh: blocks human CXCR6 beta-arrestin recruitment; O00574; CHO-K1 PathHunter CXCR6 beta-arrestin, luminescence; inhibition, % at 20 µM; 360,000 compounds, 0.36% hits; AID 602244; in the data active means inhibition above about 34%, passing the limit was not always enough;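 further: antagonist mode with CXCL16 agonist at 10 nM final; 0% = 10 nM CXCL16 with DMSO and 100% = unstimulated wells without agonist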
Target sequence (O00574 whole entry, looked up): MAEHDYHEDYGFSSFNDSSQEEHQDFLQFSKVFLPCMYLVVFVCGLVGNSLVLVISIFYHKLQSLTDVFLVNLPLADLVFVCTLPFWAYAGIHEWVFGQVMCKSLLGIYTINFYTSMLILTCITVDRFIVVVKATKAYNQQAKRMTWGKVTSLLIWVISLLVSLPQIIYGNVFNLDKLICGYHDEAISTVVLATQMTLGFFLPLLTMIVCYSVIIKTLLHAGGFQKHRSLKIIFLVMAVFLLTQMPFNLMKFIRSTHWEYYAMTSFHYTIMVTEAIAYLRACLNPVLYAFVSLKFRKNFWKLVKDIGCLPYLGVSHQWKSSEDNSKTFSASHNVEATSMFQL
697 NFkB inh: inhibitors of the PMA/ionomycin-induced NF-kB reporter in 697 B cells; 697 B-cell NF-kB luciferase reporter, 16 h; AID 435022; inhibition, % at 4 µM; 330,000 compounds, 0.33% hits; in the data active means inhibition above about 35%
Jurkat NFkB inh: inhibitors of the PMA/ionomycin-induced NF-kB reporter in Jurkat cells; PMA/ionomycin-induced NF-kB luciferase reporter, luminescence; inhibition, % at 4 µM; 330,000 compounds, 0.53% hits; in the data active means inhibition above about 50%
Active calls of the source: *; i = inactive; ? = inconclusive; · = no result given.

SMILES	EBI2 antag	Gli-Sufu block	APJ antagonist	CCR6 antag	UBC13 inh	CXCR6 inh	697 NFkB inh	Jurkat NFkB inh
CC(=O)c1c(-c2ccccc2)c2cc(Cl)ccc2n(C)c1=O	14	-7	14	6	0	6	18	-2
CSc1ccc(C2Nc3ccccc3-c3cc(C)nn32)cc1 (centres undefined)	16	-29	2	-1	10	-3	15	-8
CCC(=O)N1CCc2cc(S(=O)(=O)CCC(=O)N3CCN(c4ccccc4)CC3)ccc21	-11	-2	8	7	5	-5	18	16
O=C(Nc1ccc(CN2CCCCC2)cc1)c1cccc(Br)c1	-1	19	6	14	2	-2	8	-51
COc1ccc(C/C(C)=N/NC(=S)Nc2ccc(Cl)cc2)cc1	23	-26	-13	0	6	5	10	5
CCN1C(=O)C(O)(CC(=O)c2c(C)coc2C)c2ccccc21 (centres undefined)	0	-11	-11	-11	3	-6	9	12
CCN(CC)C(=O)C1=C(C)Nc2ncnn2C1c1cccnc1 (centres undefined)	3	4	1	3	2	-1	-4	19
CCN(CC(=O)Nc1ccc2c(c1)OCCO2)C(=O)CN1C(=O)NC(C)(c2ccc(C)cc2)C1=O (centres undefined)	-10	-24	11	8	7	2	7	-8
CCc1ccc(/C=N/NC(=O)Cc2cccn2C)cc1	38	-15	12	1	1	4	-24	-18
CSc1nc2sc3c(c2c(=O)[nH]1)CCCC3	-4	6	9	-2	9	-2	16	13
C=CCn1c(SCC(=O)Nc2ccccc2OC)nc2c([nH]c3ccccc32)c1=O	34	6	-18	12	-6	7	4	8
O=C(c1ccccc1Cl)N1N=C(c2cccs2)CC1c1cccc(O)c1 (centres undefined)	4	0	9	22	?	-4	13	2
Cc1cc(C)n2nc(C(=O)Nc3ccc4c(c3)OCCO4)nc2n1	-11	-35	1	8	-15	-4	-30	-30
Cc1cc(C)n2nc(C(=O)NNC(=O)c3ccccc3)nc2n1	2	-31	-5	-9	5	-6	15	-4
O=C(O)CSC(C(=O)Nc1ccc(C(F)(F)F)cc1)c1ccccc1 (centres undefined)	0	2	-3	-4	8	2	-1	-12

Continued; the last 2 above are carried over.
SMILES	EBI2 antag	Gli-Sufu block	APJ antagonist	CCR6 antag	UBC13 inh	CXCR6 inh	697 NFkB inh	Jurkat NFkB inh
Cc1cc(C)n2nc(C(=O)NNC(=O)c3ccccc3)nc2n1	2	-31	-5	-9	5	-6	15	-4
O=C(O)CSC(C(=O)Nc1ccc(C(F)(F)F)cc1)c1ccccc1 (centres undefined)	0	2	-3	-4	8	2	-1	-12
COc1ccc(N=Nc2cnc(C)nc2-c2ccccc2)cc1	4	4	11	28	-4	-10	9	-9
Cc1cc(-c2ccccc2)n2nc(C)c(-c3ccccc3)c2n1	3	-36	-1	6	0	10	-49	-34
COc1ccc(NC(=O)c2ccc3c(c2)CCN3S(=O)(=O)c2ccccc2)cc1	20	3	-6	15	6	-7	-15	-18
COc1cc(Cl)c(C)cc1NC(=O)c1ccc2c(c1)OCO2	-3	-38	0	12	6	8	-35	-38
O=C(CCCc1nc(-c2ccccc2Cl)no1)N1CCOCC1	-5	10	8	6	-8	11	-14	-11
COc1ccc(OC)c(N=c2oc3cc(O)ccc3cc2C(N)=O)c1	1	-10	16	8	-13	2	17	2
CCN(C(=O)COc1ccc(N(C)S(=O)(=O)c2ccc(NC(C)=O)cc2)cc1)C1CCCCC1	10	2	5	19	3	4	-3	5
COc1ccccc1-c1c(C(F)(F)F)oc2cc(OCC(=O)Nc3cc(C)ccc3C)ccc2c1=O	·	·	0	·	0	·	13	12
FC(F)(F)c1cnc(N2CCC(=NOCc3ccc(Cl)cc3)CC2)c(Cl)c1	54*	-6	12	30	-13	6	20	22
CS(=O)(=O)N(CCc1ccccc1)CC(=O)NCc1ccc(Cl)cc1	11	7	-19	11	-7	-3	-44	-22
O=C(NCC1COc2ccccc2O1)C1CCN(S(=O)(=O)c2ccccc2)CC1 (centres undefined)	-8	-1	-1	11	5	14	13	7
Oc1ccc(-c2nc3ncccn3c2Nc2ccc3c(c2)OCO3)cc1	8	3	-1	14	-14	-10	-36	-17
O=C(Nc1cccc(S(=O)(=O)c2cccc(NC(=O)c3ccco3)c2)c1)c1ccco1	-11	17	-9	-1	-6	-4	-41	20
COc1c(C)cc(C(=O)C2CCCN(C(=O)c3cccc(-n4cccn4)c3)C2)cc1C (centres undefined)	7	28	-23	12	-1	4	-8	-4
CC(O)[C@H](NC(=O)C1CCN(C(=O)[C@H](Cc2ccccc2)NC(=O)OC(C)(C)C)CC1)C(=O)O (some centres undefined)	-2	·	9	6	3	3	5	7

5 entries from above in another layout.
Value order: EBI2 antag	Gli-Sufu block	APJ antagonist	CCR6 antag	UBC13 inh	CXCR6 inh	697 NFkB inh	Jurkat NFkB inh
> CS(=O)(=O)N(CCc1ccccc1)CC(=O)NCc1ccc(Cl)cc1
→ 11	7	-19	11	-7	-3	-44	-22
> O=C(NCC1COc2ccccc2O1)C1CCN(S(=O)(=O)c2ccccc2)CC1 (centres undefined)
→ -8	-1	-1	11	5	14	13	7
> Oc1ccc(-c2nc3ncccn3c2Nc2ccc3c(c2)OCO3)cc1
→ 8	3	-1	14	-14	-10	-36	-17
> O=C(Nc1cccc(S(=O)(=O)c2cccc(NC(=O)c3ccco3)c2)c1)c1ccco1
→ -11	17	-9	-1	-6	-4	-41	20
> COc1c(C)cc(C(=O)C2CCCN(C(=O)c3cccc(-n4cccn4)c3)C2)cc1C (centres undefined)
→ 7	28	-23	12	-1	4	-8	-4

Other records.
SMILES	EBI2 antag	Gli-Sufu block	APJ antagonist	CCR6 antag	UBC13 inh	CXCR6 inh	697 NFkB inh	Jurkat NFkB inh
O=C(CNC(=S)N(Cc1ccccc1)Cc1cccnc1)NC1CC1	4	-2	-2	3	-5	4	20	11
CCn1nnc(NC(=O)c2ccco2)n1	-13	-8	-1	-9	8	-2	6	10
CC(=O)NCCn1c(SCc2ccc(C)cc2)nc2ccccc2c1=O	7	4	10	-2	-2	5	-17	12
O=C(Nc1nc2c(F)cc(F)cc2s1)c1ccccn1	63*	-66	80*	79*	-6	49*	i	-32
COC(=O)c1ccc(N=C2SCC(=O)N2C)cc1	-1	17	7	4	-5	10	-4	9
O=C(NCCC1=CCCCC1)c1ccc(F)c(S(=O)(=O)N2CCOCC2)c1	2	10	33	6	1	-1	12	15
C[C@@H]1NC(=O)OC1c1ccco1 (some centres undefined)	10	-11	6	-2	-2	-4	5	8
C=CCn1c(SCC(=O)Nc2ccccc2F)nnc1C(C)NC(=O)c1ccccc1F (centres undefined)	-15	2	9	9	-2	6	1	1
Cc1ccc(S(=O)(=O)N2CCN(C(=O)COC(=O)/C=C/c3ccccc3F)CC2)c(C)c1	3	-8	12	13	0	-2	20	-2
COc1ccc(C)cc1S(=O)(=O)N(C)CC(=O)Nc1ccc2c(c1)OCO2	-1	0	-3	9	?	-4	0	-6
CCOC(=O)c1c(CN2CCCCC2)oc2ccc(O)cc12	13	10	21	43	53*	-3	19	14
Cc1ccc(CS(=O)Cc2ccc(C(=O)NC3CCC(C)CC3)o2)cc1 (centres undefined)	8	-7	21	2	-2	3	-31	-6
CC(=O)C1[C@H](N(C)C)CC2C3CC=C4CC(O)CC[C@]4(C)C3CC[C@@]21C (some centres undefined)	0	8	-14	14	-2	0	-10	-8
O=C(COC(=O)/C=C/c1ccccc1)Nc1ccc2c(c1)OCCO2	-3	-17	3	4	12	7	3	5
O=C(NC1CC1)C1=C[C@@H](c2ccc(C(F)(F)F)cc2)C[C@@H](OCCCCO)O1	-3	-2	19	7	-2	4	-18	-8

One compound at a time, as listed above. Values in the order: EBI2 antag | Gli-Sufu block | APJ antagonist | CCR6 antag | UBC13 inh | CXCR6 inh | 697 NFkB inh | Jurkat NFkB inh
`O=C(NCCC1=CCCCC1)c1ccc(F)c(S(=O)(=O)N2CCOCC2)c1` is listed with 2 | 10 | 33 | 6 | 1 | -1 | 12 | 15
`O=C(Nc1nc2c(F)cc(F)cc2s1)c1ccccn1` is listed with 63* | -66 | 80* | 79* | -6 | 49* | i | -32
`CCOC(=O)c1c(CN2CCCCC2)oc2ccc(O)cc12` is listed with 13 | 10 | 21 | 43 | 53* | -3 | 19 | 14
`Cc1ccc(CS(=O)Cc2ccc(C(=O)NC3CCC(C)CC3)o2)cc1` (centres undefined) is listed with 8 | -7 | 21 | 2 | -2 | 3 | -31 | -6

Additional results.
SMILES	EBI2 antag	Gli-Sufu block	APJ antagonist	CCR6 antag	UBC13 inh	CXCR6 inh	697 NFkB inh	Jurkat NFkB inh
CN(C)CCCN1c2ccc([N+](=O)[O-])cc2CCc2cc([N+](=O)[O-])ccc21	-16	18	-36	17	-11	4	24	8
ONC(=Nc1ccc(Cl)cc1)c1ccccc1	-16	4	-2	-10	-18	-1	-23	-13
COc1cccc(CN(C(=O)c2ccc([N+](=O)[O-])cc2)C2CCS(=O)(=O)C2)c1 (centres undefined)	1	2	-2	-5	-4	-6	-19	4
Cc1nc2scc(-c3cccs3)c2c(=O)o1	-18	-2	2	-2	1	5	21	1
COc1ccc(N(C(=O)c2ccc(Br)o2)C2C=CS(=O)(=O)C2)c(OC)c1 (centres undefined)	-4	0	13	-5	-10	-7	-5	6
C[C@@H]1CN(S(=O)(=O)c2c(F)cccc2F)CCN1S(=O)(=O)c1ccc2c(c1)OCCO2	6	-17	0	-3	-4	0	-3	13
Clc1ccc(-c2nnc(-c3ccco3)nc2N2CCCCC2)cc1	0	5	6	19	-5	12	12	4
COc1ccc(C(OC(=O)c2ccco2)C(=O)NC(C)(C)C)cc1OC (centres undefined)	2	-3	·	9	·	1	·	·
O=C(Nc1c(Cl)ccc2nsnc12)c1ccco1	-1	2	7	5	2	-11	7	7
Cc1nc(N)sc1-c1nnc(SCC(=O)Nc2ccccc2C(F)(F)F)n1C	9	-8	12	-1	6	4	17	8
CCOc1ccc(NC(=O)CN(C)Cc2ccc3c(c2)OCO3)cc1S(=O)(=O)N1CCCC1	-8	6	11	12	4	-7	9	0
O=C(NCc1ccc2c(c1)OCO2)c1ccc(-n2cnnn2)cc1	7	-4	8	-3	-5	-6	-4	6
Cc1ccc(C(C)NC(=O)c2cccs2)cc1 (centres undefined)	-9	-6	-5	-17	-2	-10	-35	-13
Oc1ccc(/C=N/Nc2ccc(C(F)(F)F)cn2)cc1O	·	75*	-34	2	-3	·	-87	59*
Cc1cccc(OCCNc2ccc([N+](=O)[O-])cn2)c1	6	7	3	18	-4	6	8	4
CCCCCCCCCS(=O)(=O)Nc1cc(C)ccn1	-2	-5	-11	-5	7	-6	8	6
COc1cccc(N(CC(=O)NCC2CCCO2)C(=O)CCC(=O)Nc2nccs2)c1 (centres undefined)	-4	6	-17	-2	-2	-1	-37	-29
CN(CCCNC(=O)Cn1c(=O)c2cccn2c2ccccc21)Cc1ccccc1	-8	11	11	6	1	-2	-18	-4

Marked active in EBI2 antag, of those listed so far:
compound,EBI2 antag,APJ antagonist,CCR6 antag,UBC13 inh,CXCR6 inh,697 NFkB inh,Jurkat NFkB inh
FC(F)(F)c1cnc(N2CCC(=NOCc3ccc(Cl)cc3)CC2)c(Cl)c1,54*,12,30,-13,6,20,22
O=C(Nc1nc2c(F)cc(F)cc2s1)c1ccccn1,63*,80*,79*,-6,49*,i,-32

Source: PubChem
